# ROMK primary – human ROMK K+ channel modulation, primary screen. P48048. Tet-inducible ROMK, thallium flux fluorescence; actives lie on both sides. B-score at 10 µM. hit rate 2% among 130,000. AID 1918;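 active = signal ratio slope over the read window, or its plate-corrected B-score, at least 3 SD from the plate mean, either direction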;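 also: B-score of the F/F0 ratio slope over 7 to 12 s after thallium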
# Target sequence (P48048 whole entry, looked up): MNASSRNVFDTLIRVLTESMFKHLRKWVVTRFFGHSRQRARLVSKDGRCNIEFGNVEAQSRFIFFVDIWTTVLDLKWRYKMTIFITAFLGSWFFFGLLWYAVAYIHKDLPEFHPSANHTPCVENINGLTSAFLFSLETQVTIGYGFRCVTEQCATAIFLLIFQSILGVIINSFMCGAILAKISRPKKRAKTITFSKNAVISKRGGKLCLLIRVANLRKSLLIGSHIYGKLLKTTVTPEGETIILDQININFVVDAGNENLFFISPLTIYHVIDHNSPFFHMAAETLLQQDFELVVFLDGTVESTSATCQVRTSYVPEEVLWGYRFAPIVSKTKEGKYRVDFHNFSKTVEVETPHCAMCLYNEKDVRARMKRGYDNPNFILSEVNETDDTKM
# STAT3 act – increases IL-6 driven STAT3 reporter signal | activation (% of control), % at 5.6 µM | U3A cells, IL-6 STAT3-luciferase reporter, luminescence; 100% = signal with IL-6 EC80 alone | hit rate 0.91% among 190,000 | AID 871;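 active = activation above the screen-wide mean of compound activation plus 3 SD, cut at about 130% in these data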;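 also: 0% = background luminescence of wells with medium and substrate only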
#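 Material: human STAT1-deficient U3A cells with stable STAT3-luciferase reporter / Probe or stimulus: IL-6 stimulus at 33 ng/mL final / Schedule: 1 h compound pre-exposure, 6 h IL-6 stimulation, 37 °C / Technique: luminescence / Read-out basis: percent of IL-6-only median luminescence / Control set: IL-6-only high control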
# STAT3 blocker – reduces IL-6 driven STAT3 reporter signal | hit rate 0.89% among 190,000 | inhibition, % at 5.5 µM | U3A cells, IL-6 STAT3-luciferase reporter, luminescence; host cell line lacks STAT1 | AID 862;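 active = inhibition above the mean inhibition across all screened compounds plus 3 SD, cut at about 44% in these data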;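 also: 0% = DMSO only wells and 100% = 100 µM nifuroxazide control wells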
# APP transl inh – APP translation inhibition; SH-SY5Y APP 5'UTR-luciferase reporter, luminescence; inhibition, % at 2 µM; hit rate 0.82% among 190,000;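 active = inhibition above a set limit, derived from the sample mean plus 3 SD, cut at about 45% in these data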; also: values of inactives mirror those of a sister screen read the other way
# STAT1 inh – STAT1 signaling inhibition. NIH 3T3 STAT1-luciferase reporter, IFN-gamma, luminescence. inhibition, % at 5.5 µM. hit rate 0.35% among 200,000. AID 920;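 active = inhibition above a set limit, the mean inhibition across all tested compounds plus 3 SD, cut at about 34% in these data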;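 also: 0% = IFN-gamma with DMSO and 100% = IFN-gamma with 300 µM nifuroxazide; values of inactives mirror those of a sister screen read the other way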
# STAT1 act – STAT1 signaling activation | NIH 3T3 STAT1-luciferase reporter, IFN-gamma, luminescence; 100% = IFN-gamma alone, no compound | activation (% of control), % at 5.5 µM | hit rate 2.6% among 200,000;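 active = activation above the screen-wide mean activation plus 3 SD, cut at about 130% in these data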;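 also: raw ratio to IFN-gamma control signal so 100% means no change and 0% no light; values of inactives mirror those of a sister screen read the other way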
# FLuc stim CS – affects firefly luciferase, flagging false hits in luciferase stimulation screens. P08659. ATPlite luciferase biochemical, luminescence, 10 min; 0 = ATP-free wells, 1 = DMSO control. activation factor at 10 µM. 200,000 tested, under 10 active. AID 1027;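 active = luciferase activation factor, scaled between plate controls, of at least 2 with compound at 10 µM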
# Target sequence (P08659 whole entry, looked up): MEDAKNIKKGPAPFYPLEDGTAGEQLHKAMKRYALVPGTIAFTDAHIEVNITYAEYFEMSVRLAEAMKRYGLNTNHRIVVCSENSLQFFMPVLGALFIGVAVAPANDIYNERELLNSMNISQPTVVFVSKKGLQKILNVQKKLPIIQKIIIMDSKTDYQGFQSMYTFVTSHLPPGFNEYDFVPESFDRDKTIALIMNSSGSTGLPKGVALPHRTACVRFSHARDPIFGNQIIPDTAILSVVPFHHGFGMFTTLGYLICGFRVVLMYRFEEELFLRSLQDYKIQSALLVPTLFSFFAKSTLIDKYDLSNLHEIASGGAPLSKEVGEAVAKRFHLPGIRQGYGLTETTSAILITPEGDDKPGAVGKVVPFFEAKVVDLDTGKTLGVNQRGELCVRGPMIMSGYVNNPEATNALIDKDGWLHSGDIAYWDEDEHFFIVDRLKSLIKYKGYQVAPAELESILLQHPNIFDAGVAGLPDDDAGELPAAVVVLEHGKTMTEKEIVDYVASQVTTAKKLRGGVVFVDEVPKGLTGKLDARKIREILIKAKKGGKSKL
#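 Material: Luciferase/luciferin reagent mix | Doses: Test compounds dosed from 2 mM stocks in 100% DMSO | Timing: 10 min incubation after luciferase reagent addition, room temperature | Measured by: Luminescence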
# APP 5'UTR act – activates APP 5'UTR luciferase reporter | SH-SY5Y APP 5'UTR luciferase reporter, luminescence; zero percent = DMSO vehicle wells | activation, % at 2 µM | hit rate 1% among 190,000 | AID 1276;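 active = activation above a set limit, based on mean plus 3 SD of controls, cut at about 140% in these data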; also: values of inactives mirror those of a sister screen read the other way
# FLuc inhib CS – Photinus pyralis luciferase inhibition counter-screen | P08659 | hit rate 1.5% among 200,000 | inhibition, % at 10 µM | ATPLite firefly luciferase biochemical luminescence, 10 min | AID 1006;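 active = inhibition above about 50% when tested at 10 µM, limit read from the data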
# NF-kB expr up – raises NF-kB expression in human neuronal cells. NF-kB reporter expression; hits give high values. fold change at 12.5 µM. hit rate 1.6% among 190,000. AID 1239; in the data active = fold change above about 3.3
# The depositor's hits bear a star; nt = not tested or not shown.
SMILES,ROMK primary,STAT3 act,STAT3 blocker,APP transl inh,STAT1 inh,STAT1 act,FLuc stim CS,APP 5'UTR act,FLuc inhib CS,NF-kB expr up
COc1cc(C(c2c(C)[nH][nH]c2=O)c2c(C)[nH][nH]c2=O)cc([N+](=O)[O-])c1O,-0.4,102,-1,-29,-17,115,0.9,29,7,1.1
CCOC(=O)/C(=N\Nc1cc(Cl)ccc1Cl)N1CCN(C)CC1,nt,88,16,9,9,92,1,-9,3,0.84
O=C(CN1CCCC1)NN=C(c1ccccc1)c1ccccc1,-0.1,100,5,-4,-2,100,1.1,4,-7,1.1
O=C(COc1ccc2ccccc2c1)NN1C(=O)c2ccccc2C1=O,0.041,104,-8,7,-9,108,1,-7,-4,0.98
CCOc1ccc(-n2c(SCC(=O)c3c(N)n(C)c(=O)n(C)c3=O)nnc2-c2cccnc2)cc1,nt,103,-3,8,-1,101,1.1,-8,-7,0.83
OCCCNc1ncnc2sc(-c3ccccc3)cc12,0.018,102,-1,22,-10,108,1,-21,-2,0.88
COc1cc(C2C3CN(C)CC=C3C(C#N)=C(N)C2(C#N)C#N)ccc1OC(C)C (configuration not stated),nt,98,9,-10,0,101,1.1,10,-9,0.76
COC(=O)Cn1c(C)nc([N+](=O)[O-])c1Br,0.17,102,3,28,23,80,1,-28,-4,1.3
Cc1nc(-c2cccc(S(=O)(=O)N3CCC(C)CC3)c2)cs1,nt,92,12,-15,4,96,1.1,15,-9,0.9
O=C(NCCCN1CCOCC1)c1ccccc1,0.044,106,-1,-14,1,99,1.1,14,-6,0.98
Cc1ccc(NC(C#N)c2ccccc2OCc2ccccc2)cc1 (configuration not stated),nt,95,12,-1,-10,109,1,1,-2,1.4
Cc1ccc(Nc2nc(COC(=O)C3CC3)cs2)cc1,-0.023,98,7,-95,-31,125,0.5,95,53*,3.6*
Cc1cc(C)cc(NC(=O)c2ccc(CSc3nnnn3C)cc2)c1,-0.78,80,28,-13,1,99,0.8,13,18,1.1
COC(=O)CSc1cc([N+](=O)[O-])cc2c1c(C1OCCO1)nn2-c1ccccc1,1.4,96,3,14,6,96,1.1,-14,-7,1.1
CCCCCNC(=O)CN(c1ccc2c(c1)OCO2)S(C)(=O)=O,nt,103,0,14,0,100,1,-14,-1,1.2
Cc1c(C(=O)N/N=C/c2ccc(O)cc2)sc(=S)n1C,nt,87,18,8,-2,102,1,-8,-1,0.9
CC(=O)N1N=C(c2cccs2)CC1c1cccs1 (configuration not stated),-0.095,102,3,1,-1,101,1.1,-1,-6,1.2
Cc1ccc(NC(=O)Nc2ccccc2)c(Br)c1,nt,88,16,-103,-71,164*,1,103,2,2
O=c1cnnc(Nc2ccccc2)[nH]1,-0.19,106,-4,11,-3,102,1,-11,1,1.1
COc1ccc(OC)c(NC(=S)N2CCN(C/C=C/c3ccccc3)CC2)c1,-0.59,96,10,6,-7,106,1,-6,-2,0.74
Cc1c(C(=O)OCC(=O)N2CC(C)OC(C)C2)oc2ccc(Br)cc12 (configuration not stated),nt,98,7,-6,6,95,1,6,-4,1.1
COc1ccc(C2=NN(c3nc(C)cc(C)n3)C(=O)C2)cc1,0.57,88,15,-16,0,100,1.1,16,-7,1.2
CCOCCCNc1ccc(N2C(=O)C3CCCCC3C2=O)cc1[N+](=O)[O-] (configuration not stated),0.75,103,-2,9,1,98,1,-9,-2,1.3
CCOC(=O)C1CC(c2ccc(Cl)cc2)=NNC1=O (configuration not stated),-0.25,100,1,17,-5,103,1,-17,-1,1.2
CC(=O)N1CCN(S(=O)(=O)c2ccc(S(=O)(=O)NCC(C)C)cc2)CC1,0.038,100,4,-10,15,86,1.1,10,-7,1.2

# Complete entries as entered above. Screens in order: ROMK primary | STAT3 act | STAT3 blocker | APP transl inh | STAT1 inh | STAT1 act | FLuc stim CS | APP 5'UTR act | FLuc inhib CS | NF-kB expr up
# O=c1cnnc(Nc2ccccc2)[nH]1 is listed with -0.19 | 106 | -4 | 11 | -3 | 102 | 1 | -11 | 1 | 1.1
# Cc1ccc(NC(C#N)c2ccccc2OCc2ccccc2)cc1 (configuration not stated) is listed with nt | 95 | 12 | -1 | -10 | 109 | 1 | 1 | -2 | 1.4
# COc1ccc(OC)c(NC(=S)N2CCN(C/C=C/c3ccccc3)CC2)c1 is listed with -0.59 | 96 | 10 | 6 | -7 | 106 | 1 | -6 | -2 | 0.74

# The list goes on:
SMILES,ROMK primary,STAT3 act,STAT3 blocker,APP transl inh,STAT1 inh,STAT1 act,FLuc stim CS,APP 5'UTR act,FLuc inhib CS,NF-kB expr up
O=S(=O)(Nc1cccc(Oc2cnccn2)c1)c1ccc(F)cc1,-0.15,108,1,7,-1,102,1,-7,-4,0.95
Cc1ccc(CCNS(=O)(=O)c2ccc(C)cc2)cc1,nt,96,8,10,1,99,1.1,-11,-7,1.1
NC(=O)NCc1ccccc1Cl,nt,96,10,-4,-8,105,1.1,4,-6,1
CC(C)CNC(=O)c1cc(-c2ccco2)on1,0.12,97,7,-58,-20,118,0.9,58,6,2.3
O=C(Cn1cc([N+](=O)[O-])cn1)Nc1cccnc1,0.079,92,18,-23,-8,106,1.1,23,-6,1
Cc1[nH]n2c(=O)c3c(nc2c1-c1cccc2ccccc12)CCC3,nt,106,3,8,2,98,1.1,-8,-8,1.2
O=C(c1cnc2n(c1=O)CCS2)N1CCN(c2ccc([N+](=O)[O-])cc2)CC1,nt,95,14,7,7,94,1.1,-7,-8,1.1
N#Cc1c(-c2ccccc2)cc2nc3ccccc3n2c1N,nt,101,-6,-34,-24,122,0.9,34,6,1.2
O=C(CN1C(=O)C2CC=CCC2C1=O)OCCN1C(=O)c2ccccc2C1=O (configuration not stated),-0.17,98,6,10,-4,103,1,-10,-5,0.78
O=C(COc1ccc(S(=O)(=O)NCc2ccccc2)cc1Cl)NCC1CCCO1 (configuration not stated),nt,96,7,-2,8,92,1,2,0,0.99
CC(C)c1ccc(C(C(=O)NC2CCCCC2)N(C(=O)c2ccccn2)c2cccnc2)cc1 (configuration not stated),0.47,104,3,0,1,98,1,0,2,0.84
Cc1cccc(N2CCN(C(=O)c3ccc(CS(=O)(=O)c4ccccc4C)o3)CC2C)c1 (configuration not stated),1.3,98,7,96*,0,100,1.1,-96,-5,1
O=C(O)c1cc(-c2ccc(/C=N/Nc3ccc([N+](=O)[O-])cn3)o2)ccc1Cl,0.98,98,4,9,-3,102,1,-9,3,1
Cc1ncc([N+](=O)[O-])n1CCOC(=O)C12CC3CC(CC(C3)C1)C2,-0.41,102,3,-10,-7,107,1,10,-3,nt
O=C(NCCc1ccccc1)C1CC(=O)N(C2CCCCCC2)C1 (configuration not stated),nt,106,-1,2,-2,101,1,-2,-4,1.2
Cc1ccc(S(=O)(=O)NCCCCCC(=O)NC(C)(C)CO)cc1,-0.75,94,8,6,2,98,1,-6,-1,1
COc1cc(/C=N/NC(=O)c2cc(C)oc2C)cc(OC)c1OC,0.48,101,4,18,4,95,0.9,-17,5,1.1
CCOc1ncccc1C(=O)OCC(=O)c1ccccc1Br,0.42,105,-1,13,-1,101,0.9,-13,9,1.1
C=CCc1cccc2cc(C(=O)N3CCN(C(=O)OCC)CC3)c(=O)oc12,-0.24,105,-6,11,1,99,1.1,-11,-6,1
CC(=O)NC(CC(=O)NC(C)c1ccc(Cl)cc1Cl)c1ccccc1 (configuration not stated),0.25,96,6,5,-1,101,1,-5,-2,1.1
O=C(NCc1nc2ccccc2[nH]1)c1ccc(S(=O)(=O)N2CCOCC2)cc1,0.8,105,-3,2,-6,106,1.1,-2,-6,0.96
O=C1CC(C(=O)N(c2ccccc2)C(C(=O)NC2CCCC2)c2ccncc2)CS1 (configuration not stated),-0.91,101,6,-8,1,98,1.1,8,-5,0.98
Cc1nc(NCCCn2ccnc2)c2oc3ccccc3c2n1,-1,111,-9,-3,-7,106,1,3,1,0.94
Cn1c(=O)n(C)c2cc(/C=N/NC(=O)c3cccc(Br)c3)ccc21,0.2,91,16,2,3,98,1.1,-2,-6,0.73
NC(=O)C1(NC(=O)[C@@H]2CC3(CC(c4cccc(NC(=O)c5cc([N+](=O)[O-])cc([N+](=O)[O-])c5)c4)=NO3)CN2C(=O)c2ccccc2)CC1 (some centres not stated),nt,102,-1,-2,6,95,1.1,3,-6,1.1

# More compounds follow:
SMILES,ROMK primary,STAT3 act,STAT3 blocker,APP transl inh,STAT1 inh,STAT1 act,FLuc stim CS,APP 5'UTR act,FLuc inhib CS,NF-kB expr up
COc1ccc(N(CC(=O)Nc2cccc(SC)c2)S(C)(=O)=O)cc1,nt,109,-6,9,-4,105,1.1,-9,-6,1.5
COCCCNC(=O)Cn1nnc(-c2ccc(NC(=O)c3ccccc3F)cc2)n1,nt,106,-6,-34,-24,115,0.8,34,23,1.1
CCOC(=O)C(=O)/C(C#N)=C/Nc1ccc(Cl)cc1,1.3,107,-1,1,4,96,1,-1,3,1.1
COC(=O)Cc1c(O)ccn(Cc2ccc(OC)c(OC)c2)c1=O,0.45,107,4,-19,-4,102,1.1,19,-7,1.1
CCOC(Cn1c(CCCO)nc2ccccc21)OCC,-0.94,104,0,4,3,97,1,-4,-4,1.1
COCc1cc(C)nc(OCC(=O)N/N=C\c2cc(C)n(-c3cccc(C(F)(F)F)c3)c2C)c1C#N,-0.03,106,-8,-9,-2,102,1.1,9,-5,1.2
COc1cccc(NC(=O)c2ccc(-c3ccccc3[N+](=O)[O-])o2)c1,-0.039,87,20,-13,-12,111,0.8,13,17,1.3
CCn1c(Cn2nnc(-c3ccccc3)n2)nnc1SCC(=O)Nc1ccc(C(C)=O)cc1,nt,108,0,-42,-10,109,1,42,-5,1.7
COc1ccc(C(CC(=O)N2CCCCC2)NC(=O)C(F)(F)F)cc1 (configuration not stated),-0.029,105,-5,-6,6,92,1.1,6,-7,0.88
CCOc1ccccc1NC(=O)CSc1nnnn1Cc1ccccc1,-0.63,101,3,8,-1,102,1,-8,-3,0.99
COc1ccc(N2CCN(S(=O)(=O)Cc3ccccc3)CC2)cc1,nt,101,0,4,2,98,1.1,-4,-6,0.97
CCOC(=O)N1CCN(c2c(-c3ccc(C)c(C)c3)c(=O)c2=O)CC1,nt,91,15,13,15,87,1.1,-13,-7,0.83
CCCCC(=O)N(Cc1ccc2c(c1)OCO2)Cc1nc2ccccc2c(=O)[nH]1,-0.22,98,4,9,-4,102,1,-9,-3,0.81
Cc1ccc(OCCNC(=O)C2CCCCC2)cc1,-0.19,96,13,-4,-7,105,1,4,-4,1.1
COc1ccc(C(c2nnnn2C(C)(C)C)N2CCN(c3nc4ccccc4s3)CC2)cc1 (configuration not stated),nt,107,-4,-3,-6,104,1.1,3,-5,1.4
Cc1cccc(NC(=S)NCCC(c2ccccc2)c2ccccc2)c1,nt,102,-3,17,2,98,1,-17,-4,1
COc1cc(C2c3c(oc4ccccc4c3=O)C(=O)N2Cc2ccncc2)ccc1O (configuration not stated),0.65,107,-6,-19,2,98,0.9,19,6,1.1
COCCNC(=O)c1cc(-c2cccc(OC)c2)on1,nt,94,16,-57,-17,115,0.8,57,20,3.2
C=CCn1c(COc2cccc(C)c2)nnc1SCn1nnc2ccccc2c1=O,-1.5,95,10,-6,7,94,1.1,6,-6,1
COc1cc(OC)c(C(=O)OCC(=O)N(Cc2ccccc2)C(C)(C)C)cc1OC,0.26,106,0,-19,7,93,1,19,-2,1.1
Cc1ccc(N(CC(O)Cn2c3ccccc3c3ccccc32)S(C)(=O)=O)c(C)c1 (configuration not stated),nt,96,8,6,3,97,1,-6,-3,0.81
